GLP1R inv ag: qHTS of GLP-1 Receptor Inverse Agonists (Inhibition Mode); hit rate 1.6% among 410,000; Glucagon-like peptide 1 receptor (Homo sapiens), P43220; Potency, µM (top dose mostly 38.3 µM), for inactives: at the highest dose activity change, negative = inhibition, hits mostly inhibitors; HEK293 GLP-1R CRE-luciferase, luminescence, 24 h; GLP-1R form is constitutively active; further: on the % scale 0 is the no-effect control and ±100 the full control effect; nearly all actives have a fitted effect of over 55% in size
Target sequence (P43220 whole entry, looked up): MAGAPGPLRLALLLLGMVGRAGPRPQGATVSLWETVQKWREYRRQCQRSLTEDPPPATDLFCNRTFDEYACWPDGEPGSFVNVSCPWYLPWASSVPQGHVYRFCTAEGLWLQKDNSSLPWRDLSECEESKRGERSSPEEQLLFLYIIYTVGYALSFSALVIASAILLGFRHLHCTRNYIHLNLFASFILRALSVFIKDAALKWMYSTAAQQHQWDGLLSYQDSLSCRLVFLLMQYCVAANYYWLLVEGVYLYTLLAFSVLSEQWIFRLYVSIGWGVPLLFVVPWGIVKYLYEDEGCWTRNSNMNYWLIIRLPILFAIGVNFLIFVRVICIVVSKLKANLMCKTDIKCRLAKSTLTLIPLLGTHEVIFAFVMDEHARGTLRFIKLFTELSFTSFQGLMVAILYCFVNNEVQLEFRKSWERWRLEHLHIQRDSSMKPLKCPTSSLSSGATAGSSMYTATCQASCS
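Inverse agonists were sought by their lowering of basal cAMP reporter luciferase output in HEK293 cells stably carrying constitutively active human GLP-1R, after 24 h compound treatment.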
GLP1R cytotox: qHTS of GLP-1 Receptor Inverse Agonists: Cytotox Screen | hit rate 0.13% among 410,000 | AID 624418, 2012 | HEK293 cAMP-luciferase reporter cells, luminescence, 24 h | Potency, µM (series often up to 38.3 µM), for inactives: at the highest dose activity change, negative = inhibition, actives largely listed as inhibitors;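 further: loss of luciferase light is scored as toxicity; on the % scale 0 is the no-effect control and ±100 the full control effect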
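Here, cytotoxicity is scored as loss of luminescence. The MLSMR collection was tested on cells seeded in medium containing 10% Nu serum, with a 24 hr compound exposure preceded by 12 hours of culture.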
HT1080-NT tox: qHTS for induction of synthetic lethality in tumor cells producing 2HG: qHTS for the HT-1080-NT fibrosarcoma cell line; HT-1080-NT fibrosarcoma viability, CellTiter-Glo ATP luminescence, 48 h; Potency, µM (titrated, usually from 46.1 µM), without a hit: at the highest dose activity, negative = less viability, hits mostly cytotoxic; hit rate 1.6% among 360,000;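 further: NT is the 2HG producing partner of a matched IDH1 knockdown line; 0% = DMSO-treated cells and -100% = media-only wells without cells; nearly all actives have a fitted effect of over 55% in size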
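Fibrosarcoma NT cells, 750 per well in 5% FBS RPMI, were exposed to compound for 48 hours. Viability: CellTiter-Glo luminescence.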
GLP1R ag: qHTS of GLP-1 Receptor Agonists. AID 624172, 2012. Glucagon-like peptide 1 receptor (Homo sapiens), P43220. HEK293 GLP-1R CRE-luciferase, luminescence, 4-6 h; cells express a hypersensitive GLP-1R form. Potency, µM (top dose mostly 45.6 µM), for the others: top-dose activation, usual class: activators. hit rate 0.007% among 380,000; further: % of control where 0% means no effect
TDP-43 yeast inh: qHTS of TDP-43 Inhibitors; AID 652104, 2013; Potency, µM (series often up to 46.1 µM), without a hit: at the highest dose growth rescue (activation), usual class: activators; TDP-43 expressing yeast growth rescue, BacTiter-Glo, 24 h; hit rate 1.8% among 410,000; further: % of control where 0% means no effect; nearly all actives have a fitted effect of over 50% in size
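Yeast expressing TDP-43 (pregrown in raffinose, seeded at OD600=0.02 in galactose medium) exposed to compounds 24 hr at 30 deg C. Growth read by BacTiter-Glo luminescence; rescue of toxicity appears as increased signal.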
HT1080 IDH1KD tx: qHTS for induction of synthetic lethality in tumor cells producing 2HG: qHTS for the HT-1080-IDH1KD cell line | hit rate 2% among 360,000 | Potency, µM (top dose mostly 46.1 µM), for inactives: top-dose activity, negative = toxicity, usual class: cytotoxic | HT-1080 IDH1 knockdown viability, ATP luminescence, 48 h;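 further: 0% = DMSO wells and -100% = cell-free medium wells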
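Using the IDH1-knockdown HT-1080 line run in the same batch and compound series as the NT line, viability after 48 h at 37 °C was determined by CellTiter-Glo luminescence and expressed as % activity.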
SW480 rereplic: A quantitative high throughput screen for small molecules that induce DNA re-replication in SW480 colon adenocarcinoma cells. SW480 DNA re-replication, Hoechst DNA content imaging, 48 h. Potency, µM (doses to about 46.1 µM), for the others: at the top dose re-replication activation, hits mostly activators. hit rate 1.8% among 340,000. AID 624297, 2012; further: % of control where 0% means no effect; nearly all actives have a fitted effect of over 55% in size
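First, 250 cells per well were seeded. Next, compound or vehicle (23 nL) was pinned in, plates sat 48 hr at 37 C. Finally Hoechst was added for 40 min before fluorescence scanning.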
KB-3-1 cytotox: qHTS assay for MDR1-selective chemotherapeutics: Primary screen using the parental adenocarcinoma cell KB-3-1. KB-3-1 viability, CellTiter-Glo ATP luminescence, 72 h. Potency, µM (series often up to 46.1 µM), inactives show top-dose activity change, negative = cytotoxic, hits mostly cytotoxic. hit rate 1.4% among 400,000; further: on the % scale 0 is the no-effect control and ±100 the full control effect; nearly all actives have a fitted effect of over 60% in size
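Here the drug-naive KB-3-1 line serves as comparator for MDR sub-line selectivity; cells received compound titrations, 72 h at 37 °C, then CellTiter-Glo readout.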
KB-V1 cytotox: qHTS assay for MDR1-selective chemotherapeutics: Primary screen using the drug-selected MDR subline cells KB-V1 | KB-V1 MDR cells viability, CellTiter-Glo, 72 h | Potency, µM (series often up to 46.1 µM), inactives show at the highest dose activity change, negative = cytotoxicity, hits mostly cytotoxic | hit rate 3.4% among 400,000 | AID 1347076, 2019; further: on the % scale 0 is the no-effect control and ±100 the full control effect; nearly all actives have a fitted effect of over 60% in size
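KB-V1, DMEM (no phenol red) + 10% FBS; cpd pin-transferred, titration series; 72 h, 37 degrees C; CellTiter-Glo, luminescence. Data normalized, curve-fit.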
Starred values were filed as active, the others as inactive; ? = inconclusive; . = not tested or not shown; & = joins results of further samples; [ ] = dose if it differs, or a comment. The call rests on the fitted dose curve; in most records, active means well fitted curve in the direction sought with a large enough effect; inconclusive means small, poorly fitted or top-dose-only effect, or another doubt; inactive means no such curve, though single readings can be large; an effect the other way counts as inactive or inconclusive. Potency means the concentration at half of the fitted maximal effect.

The opening two entries (preview)
SMILES	GLP1R inv ag	GLP1R cytotox	HT1080-NT tox	GLP1R ag	TDP-43 yeast inh	HT1080 IDH1KD tx	SW480 rereplic	KB-3-1 cytotox	KB-V1 cytotox
CN(CC(=O)Nc1cccc(F)c1)C(=O)/C=C/c1ccc(S(=O)(=O)N2CCCCCC2)cc1	?	-25%	-12%	-30%	-4%	?	7%	-9%	18µM*
Cc1nnc(SCC(=O)Nc2cc(S(=O)(=O)N3CCCC3)ccc2Cl)n1C1CC1	11%	5%	1%	3%	4%	5%	-3%	-2%	?

The whole of this part, repeating the preview:
SMILES	GLP1R inv ag	GLP1R cytotox	HT1080-NT tox	GLP1R ag	TDP-43 yeast inh	HT1080 IDH1KD tx	SW480 rereplic	KB-3-1 cytotox	KB-V1 cytotox
CN(CC(=O)Nc1cccc(F)c1)C(=O)/C=C/c1ccc(S(=O)(=O)N2CCCCCC2)cc1	?	-25%	-12%	-30%	-4%	?	7%	-9%	18µM*
Cc1nnc(SCC(=O)Nc2cc(S(=O)(=O)N3CCCC3)ccc2Cl)n1C1CC1	11%	5%	1%	3%	4%	5%	-3%	-2%	?
CC1(C)Cc2ccccc2-c2nnc(-c3cccnc3)n21	?	-4%	-1%	0%	-24%	-10%	-9%	-4%	-14%
Cc1[nH]c(C)c2c(=O)n(-c3ccccc3)ncc12	44%[activator]	-2%	11%	3%	20%	5%	-3%	-10%	-18%
O=C(CN1CCN(S(=O)(=O)c2ccccc2)CC1)NC(=O)NCc1ccccc1	2%	2%	5%	-2%	9%	2%	0%	17%	3%
COc1ccc(C(C(=O)NC(C)(C)C)N(C(=O)CCC(=O)Nc2cc(C)on2)c2ccc3c(c2)OCCO3)cc1 (stereo not given)	-2%	-9%	-8%	-1%	8%	-1%	0%	-4%	-19%
O=C(NCCCCc1ccccc1)C1CCCC1	?	-9%	3%	-3%	0%	5%	-5%	-6%	0%
Cc1ccc(C)c(OCCC(=O)OCC(=O)NCc2ccc(F)cc2)c1	4%	-1%	1%	0%	-12%	0%	-4%	4%	?
Cc1nc(C(C)N(C)Cc2nc(Cc3ccccc3F)no2)c(C)s1 (stereo not given)	-17%	-18%	9%	14%	-3%	5%	-5%	6%	-11%
CCOC(=O)N1CCN(Cc2nc(-c3ccc(Cl)cc3)no2)CC1	?	1%	-15%	-3%	12%	-4%	-3%	-25%	-23%
CC(=O)N1CCCC(C)(C(=O)Nc2ccc3oc(C)nc3c2)C1 (stereo not given)	2%	-9%	14%	-7%	17%	12%	.	0%	3%
COc1cccc(NC(=O)Nc2cc(C)on2)c1	19%	1%	-8%	-6%	?	4%	-24%	5%	-1%
COc1ccc(CCNC(=O)Cn2c(=O)n(CC3CCCO3)c(=O)c3ccccc32)cc1OC (stereo not given)	1%	4%	0%	-2%	11%	5%	5%	-2%	-15%
Cc1sc(NC(=O)c2c(F)cccc2F)nc1-c1ccccc1	?	1%	-6%	-3%	?	-28%	?	-14%	?
COc1ccccc1NS(=O)(=O)c1ccc(NC(=O)N2CCCCC2)cc1	16%	-10%	7%	15%	21%	8%	-8%	-29%	-12%

Two entries from above, with two lines to a compound.
Order of values: GLP1R inv ag | GLP1R cytotox | HT1080-NT tox | GLP1R ag | TDP-43 yeast inh | HT1080 IDH1KD tx | SW480 rereplic | KB-3-1 cytotox | KB-V1 cytotox
Cc1nnc(SCC(=O)Nc2cc(S(=O)(=O)N3CCCC3)ccc2Cl)n1C1CC1
    11% | 5% | 1% | 3% | 4% | 5% | -3% | -2% | ?
CC1(C)Cc2ccccc2-c2nnc(-c3cccnc3)n21
    ? | -4% | -1% | 0% | -24% | -10% | -9% | -4% | -14%

Remaining list, next part:
SMILES	GLP1R inv ag	GLP1R cytotox	HT1080-NT tox	GLP1R ag	TDP-43 yeast inh	HT1080 IDH1KD tx	SW480 rereplic	KB-3-1 cytotox	KB-V1 cytotox
O=S1(=O)C[C@@H]2N=C(N/N=C/c3ccccc3)S[C@@H]2C1	-13%	19%	5%	0%	-9%	-6%	-17%	-3%	-14%
COc1cc(NC(=O)Nc2nc(C(N)Cc3ccc(C(F)(F)F)cc3)cs2)cc(OC)c1OC (stereo not given)	?	-23%	21µM*	-6%	14%	18µM*	.	?	11%
COc1ccccc1N(CC(=O)NCCSC(C)(C)C)S(C)(=O)=O	0%	1%	-17%	-1%	0%	-1%[9.24 µM]	-39%[inhibitor]	1%	-6%
OC(COCC1COc2ccccc2O1)CN1CCN(c2ccccc2)CC1 (stereo not given)	?	2%	-8%	10%	23%	5%[9.24 µM]	-2%	-19%	?
COc1ccc(S(=O)(=O)c2c(SC)nn(CC(=O)Nc3cccc(C)c3C)c2N)cc1	?	3%	.	.	19%	.	.	-11%	-1%
S=c1[nH]nc(-c2cc(-c3ccccc3)n[nH]2)n1/N=C/C=C/c1ccco1	123%[activator]	5%	-3%	0%	18%	-7%	-16%	13%	1%
CCCN(CCC)Cc1c(C(=O)OCC)nnn1-c1nonc1N	-14%	4%	-1%	-5%	-16%	-2%	1%	9%	16%
COc1ccccc1N(CCC#N)C(=S)Nc1ccc(S(=O)(=O)N2CCOCC2)cc1	4%	-7%	7%	6%	-40%[inhibitor]	7%	-7%	-3%	-5%
COC1CCCCC1NS(=O)(=O)c1ccccc1 (stereo not given)	6%	6%	14%	-11%	14%	10%[9.24 µM]	-6%	7%	1%
CSc1ccc(S(=O)(=O)N2CCC(C(=O)NCc3ccncc3)CC2)cc1	7%	-4%	12%	3%	-26%	22%	-5%	0%	0%
Cc1ccc(NC(=O)Nc2ccccc2C(=O)NCc2ccccc2)cc1	-1%	2%	3%	-19%	15%	1%	8%	8%	-5%
CC(C)OC(=O)NC(c1ccccc1)C(Cl)(Cl)Cl (stereo not given)	11µM*	18%	2%	11%	19%	2%	1%	-2%	-10%
COc1ccccc1Cc1c(-c2ccc(C#N)cc2)nc2c3ccccc3ccn12	13%	3%	-23%	-1%	-11%	-17%	.	?	?
COc1cc2c(cc1OC)C(/C=C/c1ccco1)=NCC2	4%	?	-25%	-1%	7%	-26%	11%	-8%	9%
COc1ccc(CN2C(=O)C(CC(=O)NCCCN(C)C)CC(C(=O)N(C)C)=C2C)cc1 (stereo not given)	12%	-5%	-11%	-4%	22%	-6%	.	-15%	5%
Cc1c(N2CCCC2)cc2c(c1N)C(C)(C)CC2(C)C	?	-21%	-9%	-3%	1%	-18%	-9%	7%	14%
Cc1cc(OCCOc2cccc3cccnc23)c(C)cc1Cl	-8%	-4%	-3%	-17%	2%	-10%	-1%	11%	?
OCCN1CCN(C(=S)NCCc2ccccc2)CC1	7%	5%	16%	-12%	9%	2%	-5%[9.22 µM]	11%	10%
COc1ccc(C(=O)O/N=C(\N)Cc2ccc(Cl)cc2)cc1OC	7.9µM*	?	15µM*	8%	?	?	?	?	?
O=C(OCC(=O)N1CCCc2ccccc21)C1CCN(S(=O)(=O)c2cccs2)CC1	-22%	-5%	11%	7%	0%	-1%	-5%	4%	18%
COc1ccc(C(CNC(=O)c2cccc(S(=O)(=O)Nc3ccc(F)cc3)c2)N2CCCC2)cc1 (stereo not given)	10µM*	-12%	-3%	-11%	7%	0%	?	?	-2%
CCn1ncc(CN2CCC(C(=O)Nc3cccc(-c4cccc(F)c4)c3)CC2)c1C	5%	5%	-3%	-3%	13%	?	-17%	-3%	-5%
O=C(O)CCCCCCCCCCC1CCC(O)C1O (stereo not given)	-12%	-15%	2%	0%	7%	6%	-1%	0%	14%
CON(C)C(=O)CC(CNC(=O)OC(C)(C)C)c1ccc(Cl)cc1 (stereo not given)	9%	-13%	1%	10%	4%	-3%	-33%[inhibitor]	7%	-8%
COc1ccc(/C=C/C(=O)O)cc1S(=O)(=O)NCC1CCCO1 (stereo not given)	18%	2%	4%	2%	16%	6%	?	1%	0%
Cc1cc(C)cc(NC2=NCC(=O)N2Cc2ccccc2)c1	?	-12%	-13%	11%	3%	-7%	2%	-2%	-3%
O=C(COc1ccc2c(c1)oc(=O)c1ccccc12)NCC1CCC(C(=O)O)CC1 (stereo not given)	4%	0%	6%	0%	15%	8%	-2%	0%	?
[O-][n+]1c(/C=C/c2ccccc2)ccc2ccccc21	?	-6%	-15%	-2%	?	-17%	18µM*	?	-26%
Cc1cnc(NC(=O)c2c(Cl)cnn2C)s1	20%	1%	8%	0%	17%	17%	-13%	-5%	-2%
COc1ccc(/C=C/C(=O)OCC(=O)N2CCCCCC2)c(OC)c1	-27%	9%	0%	-4%	8%	-2%	-5%	16%	-15%
CCc1ccccc1NC(=O)Cc1cn(C)c2ccccc12	-8%&-22%	-25%&2%	1%	12%&0%	?	8%	-1%	32%&6%	22%&4%
CC(C)=CC(=O)Nc1ccccc1C(N)=O	0%	7%	-11%	-5%	-22%	-18%	-1%	1%	-13%
O=C(/C=C/c1ccccc1)c1ccc2ccccc2c1	?	-26%	23µM*	6%	-26%	?	141%	-11%	0%
O=S(=O)(NCC1CCCO1)c1ccc(Cl)nc1 (stereo not given)	12%	4%	18%	1%	-5%	8%	-9%	-1%	-10%
COc1ccc(C(=O)C2CCCN(Cc3c(F)ccc(F)c3F)C2)c(OC)c1 (stereo not given)	?	-11%	5%	8%	-13%	-7%	-10%	0%	?
CC(C)N(C(=O)CSc1nnc(Cc2csc(Nc3ccccc3)n2)o1)C(C)C	?	-5%	-5%	10%	-5%	-1%	?	-11%	?
Cc1ccccc1NC(=O)CN1C(=O)S/C(=C\c2ccc(-c3cccc(C(=O)O)c3C)o2)C1=O	3%	4%	-14%	1%	1%	11%	15%	1%	-5%
CC(C)NC(=O)c1ccc(COc2ccc(C(C)(C)C)cc2)o1	?	4%	?	?	-20%	-23%	?	?	?

High-throughput results: PubChem BioAssay, National Center for Advancing Translational Sciences (NCATS)

Compounds as they come, and some 9.4% of all compounds hit somewhere here.
